TcdB inh – TcdB glycohydrolase inhibitors, primary screen, biochemical, single point, plate reader | inhibition, % at 9.99 µM | TcdB glycohydrolase enzymatic assay | 0.24% of 350,000 active; in the data active means inhibition above about 10%
Vc quorum ag – inducers of Vibrio cholerae quorum light production without autoinducers, primary screen, BH1578 luxS cqsA deficient, single point. V. cholerae BH1578 lux reporter, luminescence, 6 h. activation, % at 18.7 µM. 0.16% of 350,000 active; in the data active means activation mostly above about 9.7%, no sharp cut-off; further: not every result past the cut was called active; inactives centre near 0; reference of the scale not given here
PfHsp40 rescue – rescue of yeast from PfHsp40 toxicity, primary screen, S. cerevisiae, ATP luminescence; S. cerevisiae expressing PfHsp40, growth rescue; growth rescue, % at 12.5 µM; 0.68% of 340,000 active; AID 504582, 2011; in the data active means growth rescue above about 28%, passing the limit was not always enough;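 further: yeast W303a lacking pdr1 and pdr3 grown in galactose medium; growth measured after three days at 30 °C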
Yp Topo-I inh – Yersinia pestis topoisomerase I inhibitors, primary screen, biochemical, cleavage product accumulation, plate reader, single point | Y. pestis Topo-I cleavage product accumulation | AID 504884, 2011 | activity, % at 10 µM | 0.064% of 360,000 active; in the data active means activity above about 50%, passing the limit was not always enough; further: inactives centre near 2
PrPC surface inh – inhibitors of human cell surface prion protein PrPC, primary screen, cell-based, TR-FRET; Major prion protein (Homo sapiens), P04156; TR-FRET read-out; inhibition, % at 13.8 µM; 0.43% of 370,000 active; AID 720596, 2013; in the data active means inhibition above about 24%; further: 0% = median of the test wells and 100% = reference compound wells
Anthrax LF inh2 – Bacillus anthracis LF protease inhibitors, primary screen, biochemical, multiplex microsphere, MLPCN library; Lethal factor (Bacillus anthracis), P15917; multiplex microsphere protease cleavage assay; inhibition, % at 10 µM; 0.12% of 360,000 active; AID 588501, 2011; further: plate controls were buffer without enzyme for full effect and enzyme alone for no effect
Target sequence (P15917 whole entry, looked up): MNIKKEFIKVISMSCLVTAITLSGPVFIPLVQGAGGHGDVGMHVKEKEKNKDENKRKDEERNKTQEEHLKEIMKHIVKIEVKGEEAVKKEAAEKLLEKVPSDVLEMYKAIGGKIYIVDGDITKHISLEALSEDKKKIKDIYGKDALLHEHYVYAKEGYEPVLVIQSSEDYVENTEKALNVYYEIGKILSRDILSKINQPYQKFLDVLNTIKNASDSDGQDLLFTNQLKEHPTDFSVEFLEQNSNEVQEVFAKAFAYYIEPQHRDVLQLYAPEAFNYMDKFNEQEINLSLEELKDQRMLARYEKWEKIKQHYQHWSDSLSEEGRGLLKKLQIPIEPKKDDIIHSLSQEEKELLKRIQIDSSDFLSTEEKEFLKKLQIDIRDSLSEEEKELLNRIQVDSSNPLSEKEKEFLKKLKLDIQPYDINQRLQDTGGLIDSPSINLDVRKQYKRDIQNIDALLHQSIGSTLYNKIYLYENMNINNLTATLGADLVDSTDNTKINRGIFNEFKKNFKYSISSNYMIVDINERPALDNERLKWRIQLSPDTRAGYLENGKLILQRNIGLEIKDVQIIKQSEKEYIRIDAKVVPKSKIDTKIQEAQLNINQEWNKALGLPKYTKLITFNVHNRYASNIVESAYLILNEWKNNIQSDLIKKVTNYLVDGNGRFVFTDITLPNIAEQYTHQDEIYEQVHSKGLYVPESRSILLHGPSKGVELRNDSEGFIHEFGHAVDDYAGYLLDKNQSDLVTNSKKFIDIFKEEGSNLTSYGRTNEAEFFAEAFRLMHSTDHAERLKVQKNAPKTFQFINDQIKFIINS
SSB-PriA inh – inhibitors of Klebsiella pneumoniae PriA binding to SSB C-terminal tail, primary screen, biochemical, AlphaScreen; PriA–SSB C-terminal tail interaction (Klebsiella pneumoniae); AlphaScreen SSBct-PriA binding, biotinylated peptide; inhibition, % at 33 µM; 0.6% of 430,000 active; in the data active means inhibition mostly above about 37%, no sharp cut-off; inactive means mostly below about 20%;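 further: plate controls were negative control peptide for no effect and reference peptide for full effect; strong numbers were not always called active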
BoNT-A LC inh2 – BoNT/A light chain protease inhibitors, primary screen, biochemical, flow cytometry, MLPCN library; multiplex microsphere protease substrate cleavage; inhibition, % at 10 µM; 0.17% of 360,000 active; Botulinum neurotoxin type A light chain protease (Clostridium botulinum A str. ATCC 3502); further: plate controls were buffer without enzyme for full effect and enzyme alone for no effect
SARS 3CLpro inh – SARS-CoV 3CLpro protease inhibitors, primary screen, biochemical, quenched FRET | Replicase polyprotein 1ab (Severe acute respiratory syndrome coronavirus), P0C6X7 | recombinant SARS-CoV 3CLpro, quenched FRET peptide cleavage | inhibition, % at 6 µM | 0.14% of 290,000 active | AID 1706, 2009; in the data active means inhibition above about 12%
Starred values were filed as active, the others as inactive; i = inactive; / = no result given. Unless noted, no stated cut-off is given here; in the data, active means inhibition above about 30%; inconclusive means no clear call, values can overlap the other calls; inactive means below that. The list is partial (hit frequency here may not be typical).

Molecule,Anthrax LF inh2,PrPC surface inh,BoNT-A LC inh2,TcdB inh,SSB-PriA inh,Yp Topo-I inh,PfHsp40 rescue,SARS 3CLpro inh,Vc quorum ag
CC(OC(=O)c1c[nH]c2ccccc12)C(=O)N1CCCC1 (stereo not drawn),-4,-7,-0.7,1.1,-15,6,-1.4,/,-1.4
Cc1c(CCC(C)C)c(=O)n2c([nH]c3ccccc32)c1C#N,0,/,-0.2,/,-3,-9,1.1,2,/
CC(C)c1ccc(S(=O)(=O)N2CCN(C(=O)Cc3ccsc3)CC2)cc1,-1,4,5.7,-0.9,8,36,1.2,/,i
C[C@H](NC(=O)c1ncn2c1C(=O)NC[C@H]2C)C(=O)OC(C)(C)C,-3,-6,0.1,0.7,/,4,/,/,-0.4
CCOc1cc(/C=C2/NC(=O)N(CC(=O)OC)C2=O)ccc1O,-7,-19,-2.0,0.4,7,7,0.6,-3,-0.2
Cc1ccc(C(=O)Nc2ccc3c(c2)OCO3)cc1S(=O)(=O)N1CCCCC1,1,16,-0.8,/,12,9,2.5,6,-0.5
O=C(COc1ccccc1)Nc1nnc(-c2ccc3c(c2)CCCC3)o1,-18,10,-0.7,0.9,-11,17,-1.1,2,-0.3
Cn1cc(C(=O)N2CCN(c3ccccc3)CC2)c(=O)c2cc(S(=O)(=O)N3CCCC3)ccc21,4,1,-2.2,0.2,2,9,-1.4,-5,-0.3
C=CCNc1nc2c(c(=O)n(C)c(=O)n2C)n1CCCCCC,-13,15,-1.3,/,-4,2,-1.3,-6,-0.6
COc1cccc2cc(-c3cc(=O)oc4ccc(OC(=O)N(C)C)cc34)oc12,1,4,0.5,0.1,8,2,1.8,0,-0.3
CCc1cccc(CC)c1NC(=O)C1CCN(C(=O)c2ccco2)CC1,0,-1,-1.1,0.3,2,5,-0.5,-3,-0.3
Cc1ccc(SSc2cc(C)ccc2N)c(N)c1,-10,5,0.7,2.5,13,-1,-2.9,/,-0.5
O=C(NCc1ccccn1)c1cc(-n2cnnc2)ccc1Cl,-8,2,0.0,/,-5,-3,0.9,0,1.2
Cc1ccc(Oc2cc(NC(=O)CCCn3nc([N+](=O)[O-])c(Cl)c3C)cc([N+](=O)[O-])c2)cc1,1,-1,-0.3,/,4,-4,-0.1,0,-0.3
c1ccc(OCc2nnc3n2CCCCC3)cc1,-2,3,-1.1,1.5,-4,-1,-0.5,7,-0.3
O=C(NC1CCCCC1)C(c1ccccc1F)N(Cc1ccco1)C(=O)Cn1nnc2ccccc21 (stereo not drawn),-3,2,-0.8,/,-10,6,0.1,-1,/
CSCCC(NC(=O)COc1ccccc1)C(=O)N(C)Cc1cccc(F)c1 (stereo not drawn),-3,-5,-0.3,2.8,0,18,0.2,/,i
O=C(C1CCN(S(=O)(=O)c2ccccc2F)CC1)N1CCCC1,3,-2,1.8,1.8,-11,1,-0.1,/,-14
COc1ccc(OC)c(Nc2c3ccccc3nc3ccccc23)c1,8,2,1.1,2.3,33,-4,2.9,-9,-1.9
O=C(NCc1ccc(F)cc1)C1CC(=O)N(CCc2ccccc2)C1 (stereo not drawn),-2,9,-0.1,/,-13,4,0.1,-5,5.3
O=C(Cc1ccccc1)NNC1CC(=O)N(c2ccccc2)C1=O (stereo not drawn),-5,11,-1.4,-3.7,-7,3,0.2,-1,-3.4
CC(C)=CCc1ccc(O)c(=O)cc1C(C)C,1,-3,-0.1,-5.6,1,-2,1.2,/,-4.3
N#C/C(=C\c1ccc(Sc2ccccc2)o1)c1nc2ccccc2[nH]1,-1,2,0.4,-2.1,-2,-2,-0.7,-9,-1.8
Nc1nc(F)cc(N2CCCCCC2)n1,-3,0,-0.1,-0.1,-14,-3,0.0,-1,-0.4
COc1ccccc1/C=C1\SC(=S)N(CCC(=O)Nc2cc(C)on2)C1=O,0,6,1.0,-0.1,-10,8,-0.6,3,-0.1
C=CCNC(=O)C1CCN(c2cc(C)nc(-c3ccccc3)n2)CC1,3,-12,-0.4,1.4,-12,-6,-1.7,1,0.4
O=C1N(CCCN2C(=O)C3(OCCO3)c3ccccc32)c2ccccc2C12OCCO2,0,1,-5.7,/,-7,-7,1.1,0,12
CCOc1ccccc1CNCCNC(=O)c1nonc1N,10,-4,0.8,-0.3,4,3,0.1,-2,-0.5
COc1ccc(C2=CC(=O)C[C@H](c3ccc(OC)cc3)C2)cc1,0,-6,-0.1,0.0,-12,26,4.2,/,i
COC(=O)c1c(C)[nH]c(C(=O)CN2C(=O)NC3(CCOc4ccccc43)C2=O)c1C (stereo not drawn),-1,1,-4.6,0.3,0,-3,-0.4,/,0.0
O=C(CN1C(=O)NC2(CCCC2)C1=O)c1ccc(Cl)s1,1,-11,3.4,1.6,3,-4,0.4,/,i
Cc1cc(C)c2cc(C#N)c(SCC(=O)Nc3ccc4c(c3)OCO4)nc2c1,-4,-2,0.2,0.0,-2,5,-0.9,0,i

Some of the entries so far, with values under each structure:
Values run as follows: Anthrax LF inh2, PrPC surface inh, BoNT-A LC inh2, TcdB inh, SSB-PriA inh, Yp Topo-I inh, PfHsp40 rescue, SARS 3CLpro inh, Vc quorum ag
> Nc1nc(F)cc(N2CCCCCC2)n1
 : -3, 0, -0.1, -0.1, -14, -3, 0.0, -1, -0.4
> COc1ccccc1/C=C1\SC(=S)N(CCC(=O)Nc2cc(C)on2)C1=O
 : 0, 6, 1.0, -0.1, -10, 8, -0.6, 3, -0.1
> C=CCNC(=O)C1CCN(c2cc(C)nc(-c3ccccc3)n2)CC1
 : 3, -12, -0.4, 1.4, -12, -6, -1.7, 1, 0.4

Going on with the list.
Molecule,Anthrax LF inh2,PrPC surface inh,BoNT-A LC inh2,TcdB inh,SSB-PriA inh,Yp Topo-I inh,PfHsp40 rescue,SARS 3CLpro inh,Vc quorum ag
CN(CC(=O)NC1CC(C)(C)NC(C)(C)C1)S(=O)(=O)c1ccc(Br)cc1,0,-4,-0.3,1.3,0,-3,0.9,0,i
N=c1sccn1CC(=O)NCCc1ccc(Cl)cc1,0,0,-0.1,/,-10,6,-0.4,-6,-0.3
COc1ccc(N2C(=O)/C(=C/c3ccc(C)o3)C(=O)NC2=S)cc1,-11,8,-0.8,-0.1,3,0,0.3,0,0.6
COC(=O)c1cc(COc2ccc3c4c(c(=O)oc3c2)CCCC4)c(C)o1,-3,7,-1.4,/,-11,9,-2.5,1,-1.2
c1ccc(Cn2nnc3c(Nc4ccc5c(c4)OCO5)nc(C4CC4)nc32)cc1,-3,6,-8.0,/,-1,-6,-1.3,1,i
COc1ccc(OC(C)C(=O)Nc2cccnc2)cc1 (stereo not drawn),-5,2,-0.3,/,-9,1,-0.7,2,5.9
S=c1oc(-c2ccncc2)nn1CCc1ccncc1,-14,-1,1.5,/,-9,1,0.5,-1,i
COc1ccc(NC(=O)CSc2nnc(CNc3ccc(F)cc3)o2)c(OC)c1,-1,4,-0.1,/,-24,1,0.6,-2,-0.3
Cc1ccc2c(C(=O)CN3CCC(C(N)=O)CC3)c(C)[nH]c2c1,-1,/,-1.2,1.0,/,-2,0.4,-4,-0.7
O=C(CSc1nc2ccccc2c(=O)n1-c1ccc(F)c(Cl)c1)Nc1ccc2c(c1)CCC2,-8,-4,0.5,1.1,/,4,/,/,i
C=C1CCC2C(C)(C(=O)O)CCCC2(C)C1CCC(CO)CCO (stereo not drawn),2,4,-0.2,1.4,/,2,/,/,-0.5
CC(C)c1ccc(NC(=O)C2CCCN(S(=O)(=O)c3cccnc3)C2)cc1 (stereo not drawn),2,9,0.5,1.4,-19,-11,-1.2,-4,i
COc1cc([N+](=O)[O-])ccc1NC(=O)NNC(=O)C(C)Oc1ccc(F)cc1F (stereo not drawn),-1,-3,-0.3,0.4,5,-13,-2.6,5,-2.9
CC1(C)CC(=O)C=C(c2cccc(OC(=O)c3ccc(Br)cc3)c2)C1=O,-1,-4,0.3,0.3,/,35,/,/,i
COc1ccc(C(=O)OCC(=O)NC(C)(C)C)cc1[N+](=O)[O-],2,-5,0.1,0.5,-4,-4,0.9,-2,-0.3
COc1ccccc1CN1CC(C(=O)N(C)Cc2[nH]c3ccccc3c2C)CCC1=O (stereo not drawn),3,-4,0.7,-1.0,16,25,0.7,-4,-0.8
Nc1cc(N)nc(SCC(=O)NC(=O)NC2CCCC2)n1,-5,-1,-0.4,-6.1,-4,4,1.7,/,i
Cc1ccc(NC(=O)/C=C/c2ccc([N+](=O)[O-])s2)cc1,-2,0,0.5,/,-3,-3,0.2,0,1.1
CC1CCN(c2ccc(C(=O)NCc3ccc4c(c3)OCO4)cc2[N+](=O)[O-])CC1,-2,5,-0.9,/,23,23,5.9,2,-0.3
Cc1[nH]c2ccc(C(=O)OCCN(C)C)cc2c1C,3,-4,0.9,/,-5,-7,1.0,-1,i
CCCCC(=O)Nc1cnc(NC(=O)c2cccs2)cc1C,-8,2,3.2,-3.5,-14,-6,0.1,-3,-0.6
O=C(N/N=C/c1ccc(Cl)cc1Cl)c1ccncc1,-10,-6,-3.9,0.1,/,2,-0.5,2,i
COc1ccccc1CNC(=O)c1ccc2c(=O)n3c(nc2c1)CCCCC3,0,-1,0.1,-0.3,-7,22,2.9,0,-0.4
Cc1cc(C=O)c(C)n1-c1ccc(N2CCOCC2)c([N+](=O)[O-])c1,-10,2,-0.4,2.2,-1,-1,/,3,-0.4
Cc1cc([N+](=O)[O-])nn1CC(=O)NCc1ccc(Cl)cc1,/,4,/,0.5,-9,2,0.0,-5,-0.2
COC(=O)c1cc2c(-c3ccccc3)cc3ccccn3c-2c1C(=O)OC,-1,-18,3.2,/,27,-5,1.3,-2,-0.6
O=C1OCCC1Sc1nc2ccccc2n1-c1ccccc1 (stereo not drawn),-3,0,-0.1,/,-5,1,-1.5,2,-0.5
CC1(C)CN=C(Nc2ccc(F)c(Cl)c2)S1,0,9,-1.2,0.9,-7,4,-0.4,3,-0.5
O=C(Nc1ccc(Oc2ccccc2)nc1)C1CCCCN1Cc1cccc(OCCO)c1 (stereo not drawn),-1,-4,-1.6,1.6,-6,27,-0.9,-1,i
CC(=O)C1=C(C)NC(=S)NC1c1cc([N+](=O)[O-])ccc1O (stereo not drawn),-3,-9,1.3,-1.8,-6,6,-0.5,1,-0.8
CCCOc1ccc(CC(=O)N/N=C\c2ccc(F)cc2)cc1,-8,2,-3.7,0.1,/,9,-1.9,-3,-1.0
Cc1n[nH]c(=O)nc1NCc1ccco1,-4,5,-0.8,/,-15,8,-1.2,2,i
CCOC(=O)CSc1nnnn1-c1cc(OC)ccc1OC,-2,2,-0.1,/,-2,4,-0.1,3,i
CCN(CC)CCCNC(=O)c1cc(Sc2nnc(C)s2)nc2ccccc12,-1,-10,0.2,/,-6,-4,3.5,7,-0.3
O=C(NCc1ccc2c(c1)OCO2)c1ccc(Br)o1,4,-2,1.0,0.9,-3,16,0.0,1,i
COc1cc2ccccc2cc1C(=O)Nc1ccc(CN2CCOCC2)cc1,-2,-4,-1.2,0.7,-2,21,6.0,0,-0.4
O=c1[nH]c2ccc(S(=O)(=O)N3CCN(c4ccccc4)CC3)cc2[nH]c1=O,-9,-13,0.0,-0.9,-8,-1,0.0,-3,1.6
CCOC(=O)N1CCN(C(=O)c2ccc(NC(=O)c3ccc(C)cc3)cc2)CC1,-1,4,-0.3,/,-12,11,1.4,-1,-0.7

Bioassay records (PubChem BioAssay)
